High-throughput results: PubChem BioAssay, Sanford-Burnham Center for Chemical Genomics
NadD inh – blocks S. aureus nicotinate mononucleotide adenylyltransferase | purified NadD enzyme, colorimetric absorbance read-out | inhibition, % at 20 µM | 360,000 compounds, 0.78% hits; in the data active = inhibition above about 26%; note: some compounds past the cut are filed as inactive
SUMO1 PPI mod – modulators of human SUMO1-mediated protein-protein interactions | P63165 | SUMO1 binding to a labelled peptide, TR-FRET, 1 h | inhibition, % at 20 µM | 360,000 compounds, 0.33% hits | AID 602429; in the data active = inhibition above about 37%
SKN-1 block – C. elegans SKN-1 inhibition; C. elegans VP596 Pgst-4::GFP/RFP ratio, acrylamide-induced, 24 h; inhibition, % at 21.8 µM; 360,000 compounds, 0.49% hits; AID 624304;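 active = interference check ratio from 0.5 to 1.5 plus GFP to RFP signal ratio inhibition reaching or exceeding a fixed threshold, cut at about 30% in these data, passing the limit was not always enough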; note: some compounds called inactive have numbers as strong as hits
Scp-1 inhibitor – inhibitors of human Scp-1 phosphatase. Recombinant Scp1, phosphopeptide, malachite green phosphate absorbance. 340,000 compounds, 0.88% hits. Q9GZU7. AID 493091. inhibition, % at 20 µM;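 active = inhibition above about 50% at 20 µM, limit read from the data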;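 note: plate controls were DMSO wells with enzyme for no effect and wells lacking enzyme for full effect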
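Times: enzyme reaction 45 min at room temperature, colour 5 min, stabilisation 30 min. Material: SCP-1 catalytic fragment, aa 76-261. Medium: Acidic Tris acetate buffer with magnesium and detergent. Signal: colorimetric free-phosphate detection, absorbance 630 nm. Read-out basis: % inhibition of SCP-1 phosphate liberation. Reagent: Phosphorylated 17-residue peptide substrate.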
MT1-MMP act inh – MT1-MMP (human) activation inhibition; P50281; HT1080 RFP-PRO-GFP cells, GFP/RFP ratio fluorescence, overnight; percent of plate control window, DMSO zero; GFP/RFP ratio change, % at 20 µM; 360,000 compounds, 0.061% hits; AID 651647;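 active = GFP/RFP ratio change of at least 30% with cell ATP level not reduced by more than half and red fluorescence within 50% of control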; note: strong numbers were not always called active
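Assay system – RFP-PRO-GFP reporter HT1080 cells · Compound dosing – single dose of 20 µM compound, 1% DMSO final · Incubation – overnight compound exposure at 37 °C · Measure – GFP/RFP fluorescence ratio · Benchmarks – DMSO wells and RFP-L50D-GFP cells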
CendR NRP1 mod – alters CendR peptide binding to human NRP-1. O14786. FAM-RPARPAR peptide binding to NRP-1, fluorescence polarization. inhibition, % at 25 µM. 360,000 compounds, 0.85% hits. AID 602438;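 active = inhibition or corrected inhibition above about 18%, plus a signal ratio from 0.5 to 1.5, limit read from the data, passing the limit was not always enough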; note: strong numbers were not always called active
Target sequence (O14786 whole entry, looked up): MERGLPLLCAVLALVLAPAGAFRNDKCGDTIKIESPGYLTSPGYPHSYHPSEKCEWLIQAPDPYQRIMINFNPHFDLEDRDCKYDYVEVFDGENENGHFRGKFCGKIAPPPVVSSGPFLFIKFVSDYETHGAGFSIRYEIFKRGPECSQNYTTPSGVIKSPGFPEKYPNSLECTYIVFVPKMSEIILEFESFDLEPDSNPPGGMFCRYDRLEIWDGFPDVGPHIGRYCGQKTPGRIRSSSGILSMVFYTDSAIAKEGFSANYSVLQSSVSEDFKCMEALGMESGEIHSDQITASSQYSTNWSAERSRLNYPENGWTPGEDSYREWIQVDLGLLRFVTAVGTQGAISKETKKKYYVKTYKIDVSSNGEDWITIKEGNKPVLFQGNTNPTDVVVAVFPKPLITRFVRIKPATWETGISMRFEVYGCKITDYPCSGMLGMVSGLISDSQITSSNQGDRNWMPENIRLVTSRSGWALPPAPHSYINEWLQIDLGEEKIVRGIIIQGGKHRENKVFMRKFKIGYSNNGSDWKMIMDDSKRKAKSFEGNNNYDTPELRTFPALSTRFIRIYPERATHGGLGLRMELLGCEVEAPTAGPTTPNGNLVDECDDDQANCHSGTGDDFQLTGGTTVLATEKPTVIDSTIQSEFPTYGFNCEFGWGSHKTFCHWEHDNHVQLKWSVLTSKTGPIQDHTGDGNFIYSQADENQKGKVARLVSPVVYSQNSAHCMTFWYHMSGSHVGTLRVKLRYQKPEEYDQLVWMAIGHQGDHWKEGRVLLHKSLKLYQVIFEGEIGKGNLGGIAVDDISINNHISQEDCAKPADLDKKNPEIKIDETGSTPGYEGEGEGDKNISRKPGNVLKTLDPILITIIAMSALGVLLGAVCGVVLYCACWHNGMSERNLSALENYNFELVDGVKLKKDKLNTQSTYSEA
DNMT1 block – DNMT1 (human) enzyme inhibition. P26358. inhibition (reported as % activation of signal), % at 10 µM. DNMT1 molecular beacon, Hinp1I cleavage, fluorescence. 360,000 compounds, 0.83% hits. AID 588458; in the data active = inhibition above about 50%
Rpn11 block – Rpn11 (human) deubiquitinase inhibition; AID 588493; human 26S proteasome, Ub4-pepOG fluorescence polarization; 20S core pre-blocked with epoxomicin; calls only at 20 µM; 360,000 compounds, 0.59% hits;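 active = inhibition at 20 µM, scaled to each plate's controls, above about 33%, limit read from the data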
STEP inh – inhibitors of human striatal-enriched phosphatase STEP. P54829. recombinant STEP, OMFP fluorogenic substrate, fluorescence. inhibition, % at 20 µM. 360,000 compounds, 0.25% hits. AID 588621;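 active = inhibition at 20 µM, scaled per plate between control wells, above about 37%, limit read from the data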;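 note: 0% = DMSO with enzyme and substrate and 100% = substrate only without enzyme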
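System: STEP (striatal-enriched tyrosine phosphatase) enzyme, cell-free; medium: Bis-Tris pH 6.0 buffer with DTT, detergent; dosing: 20 µM, 1% DMSO; times: reaction 20 min, ambient temperature; detection: fluorescence, 480/540 nm; read-out basis: normalized % inhibition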
LMPTP block – blocks human LMPTP phosphatase; recombinant LMPTP-A, OMFP fluorogenic substrate, fluorescence intensity; inhibition, % at 20 µM; 360,000 compounds, 0.22% hits;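 active = compounds that cut the enzyme signal by at least half of the control window in the single-dose screen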;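 note: plate controls were DMSO wells with enzyme plus substrate for no effect and substrate without enzyme for full effect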
Target sequence (P24666 whole entry, looked up): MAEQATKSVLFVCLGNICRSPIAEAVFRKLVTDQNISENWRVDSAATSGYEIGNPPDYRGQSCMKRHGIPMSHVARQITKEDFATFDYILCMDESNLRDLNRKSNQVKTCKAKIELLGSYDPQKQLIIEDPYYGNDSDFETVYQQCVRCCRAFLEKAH
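Assay system: LMPTP-A enzyme. Input: 0.625 nM LMPTP-A final. Probe or stimulus: 400 µM OMFP. Compound dosing: single 20 µM dose. Schedule: 50 min dark incubation at room temperature. Detection: fluorescence intensity of OMFP turnover product. Read-out: percent inhibition versus substrate-only and uninhibited controls. Benchmarks: no-enzyme low control, uninhibited high control.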
Starred values were filed as active, the others as inactive; i = inactive; / = not tested or not shown.

item	SMILES	DNMT1 block	MT1-MMP act inh	Rpn11 block	SKN-1 block	SUMO1 PPI mod	NadD inh	CendR NRP1 mod	LMPTP block	Scp-1 inhibitor	STEP inh
1	Cc1ccc(S(=O)(=O)N(C(=O)c2ccncc2)c2ccc(OC(=O)c3ccncc3)c3ccccc23)cc1	-15	4	i	11	1	13	3	0.9	6	1
2	Nc1cc2sc(-c3ccc(C(=O)O)cc3)nc2cc1Cl	-3	15	i	-9	7	-3	-10	0.7	24	3
3	Cc1ccc2cc(NC(=O)c3ccc(C(C)(C)C)cc3)ccc2n1	1	5	i	28	0	-9	-6	5.2	-2	2
4	CC(NC(=O)C(=O)NN=C1CCCC1)c1ccccc1 (stereo not given)	2	-1	i	5	3	-8	8	-0.3	-6	-1
5	Cc1ccc(C(=O)NN2C(=O)CSC2=S)cc1	7	13	i	-11	4	1	-10	-0.6	-6	-2
6	CC(C)NC(=O)c1cc(C2CCCCN2C(=O)c2cc(C(C)(C)C)nn2C)on1 (stereo not given)	-3	-1	i	29	-3	0	-1	-2.8	/	-3
7	COCC(=O)Nc1ccccc1Br	4	0	i	2	-2	0	-2	-3.2	-1	-1
8	Cn1nnc(NC(=O)c2ccc3ccccc3c2)n1	0	0	i	-11	-10	-1	3	-0.5	-4	-3
9	O=C(NCC(c1ccco1)N1CCCC1)c1cccc(S(=O)(=O)Nc2ccc(Br)cc2)c1 (stereo not given)	-14	-2	i	3	-84	2	-7	-5.3	-7	2
10	CCc1ccc(NC(=O)C2CCCN2S(=O)(=O)c2ccc3c(c2)C(C)(C)C(=O)N3C)cc1 (stereo not given)	0	-1	i	-1	2	2	10	0.1	-12	-1
11	CC(C)(C)NC(=O)C1CCN(C(=O)c2ccc(-c3ccccc3)cc2)CC1	-2	4	i	5	-5	4	11	-2.7	-4	0
12	O=C(NCCCc1ccncc1)C1CCC(=O)N(Cc2ccc(Cl)cc2)C1 (stereo not given)	-2	-2	i	4	-3	1	5	-1.9	-5	1
13	O=C(c1cccs1)N1CCN=C1SCc1cccc(F)c1	-2	-6	i	0	2	5	4	0.4	0	0
14	Cc1cn([C@H]2C[C@H](O)[C@@H](CNCc3cccn3-c3nccs3)O2)c(=O)[nH]c1=O	41	0	i	3	0	9	-12	-0.4	/	-1
15	COc1ccc(-c2nc3ccccn3c2NC2CCCCC2)cc1SC1CCCCC1	-19	-2	i	24	16	17	-13	18	16	5
16	CCN1C(=O)[C@H]2[C@@H](c3ccc(OC)cc3)N[C@]3(CCCN(Cc4ccc(OC)cc4)C3=O)[C@H]2C1=O	5	0	i	12	0	8	-2	-0.7	/	-2
17	COc1cccc(C2CC(C(F)(F)F)n3ncc(C(=O)NC(C)(C)C)c3N2)c1 (stereo not given)	-5	4	i	3	-2	-3	-12	0.9	-5	0
18	CCOc1ccccc1NC(=O)CN1C(=O)COc2ccc(Cl)cc21	7	4	i	-1	5	-1	-12	-0.3	7	-3
19	O=C(NN1C(=O)c2ccccc2NC1c1ccccn1)c1ccccc1 (stereo not given)	-1	2	i	7	2	4	-4	-3.2	-4	0
20	CC(Sc1nnc(C(F)(F)F)n1C)C(=O)NC(N)=O (stereo not given)	1	-8	i	-1	0	-4	12	-0.3	-8	-2
21	Cc1ccsc1CN(C)C(=O)CN1C(=O)NC2(CCCc3ccccc32)C1=O (stereo not given)	0	-8	i	-11	5	-1	8	-1.1	-5	-1
22	CCN(CC)S(=O)(=O)c1ccc(N/N=C/c2cc(OC)c(OC)cc2OC)nc1	3	11	i	12	3	2	13	-1.5	-2	2
23	COc1ccc(S(=O)(=O)Nc2cccc(SC)c2)cc1OC	-7	0	i	12	3	-4	-14	-0.1	-10	-6
24	O=C(NC1CC1)C1=C[C@H](c2ccc3c(c2)OCO3)C[C@H](OCc2ccc(CO)cc2)O1	3	-4	i	-1	-3	-9	12	0.6	-9	1
25	Cc1cc(SCC(=O)c2cccs2)nc2c(C)cccc12	-7	-10	i	2	-3	5	-4	3.2	-4	2
26	CC(C)(CN1CCNCC1)NS(=O)(=O)c1ccc(Cl)cc1	-6	3	i	-5	-1	-9	6	0.1	-4	1
27	CC(C)(C)c1ccc(S(=O)(=O)Nc2noc3ccccc23)cc1	-4	-2	i	1	-16	-4	-6	0.4	-8	-1
28	CCN(CC)C(=O)C1CC(=O)N(c2ccc(F)c(Cl)c2)C1 (stereo not given)	2	1	i	29	2	1	-5	1.8	-2	6
29	COc1nc(OCC#N)nc(N(C)C)n1	3	4	i	4	1	0	0	-1.7	-3	-2
30	CCCCn1c(N)c(N(CC(C)C)C(=O)c2cc(S(=O)(=O)N3CCOCC3)ccc2Cl)c(=O)[nH]c1=O	1	-2	i	16	-1	1	-2	-0.2	-7	3
31	O=C(CSc1n[nH]c(=O)n1-c1ccccc1)Nc1ccccc1	-3	5	i	1	-3	1	7	1.2	4	-1
32	CCCC(=O)Nc1ccc(C(=O)COC(=O)c2c(C)noc2C)cc1	5	5	i	14	2	-9	-1	0.3	1	2

In the list so far, 3 contain an NH in an aromatic ring:
item	SMILES	DNMT1 block	MT1-MMP act inh	Rpn11 block	SKN-1 block	SUMO1 PPI mod	NadD inh	CendR NRP1 mod	LMPTP block	Scp-1 inhibitor	STEP inh
14	Cc1cn([C@H]2C[C@H](O)[C@@H](CNCc3cccn3-c3nccs3)O2)c(=O)[nH]c1=O	41	0	i	3	0	9	-12	-0.4	/	-1
30	CCCCn1c(N)c(N(CC(C)C)C(=O)c2cc(S(=O)(=O)N3CCOCC3)ccc2Cl)c(=O)[nH]c1=O	1	-2	i	16	-1	1	-2	-0.2	-7	3
31	O=C(CSc1n[nH]c(=O)n1-c1ccccc1)Nc1ccccc1	-3	5	i	1	-3	1	7	1.2	4	-1

Following part
item	SMILES	DNMT1 block	MT1-MMP act inh	Rpn11 block	SKN-1 block	SUMO1 PPI mod	NadD inh	CendR NRP1 mod	LMPTP block	Scp-1 inhibitor	STEP inh
33	O=C(NCc1cc(C(F)(F)F)ccc1F)C1CCC(=O)N(C2CCCCCC2)C1 (stereo not given)	0	5	i	5	1	-6	14	-0.9	-3	0
34	O=C(NCCCCc1ccccc1)c1ccccc1F	2	1	i	-6	0	-5	11	-1.1	-6	-2
35	COc1cccc(C(N)c2nc(-c3csc4ccccc34)cs2)c1 (stereo not given)	6	-8	i	7	-4	3	-18	1.2	/	3
36	CCCCn1nc(C(=O)NCC(=O)Nc2c(C)cccc2C)c2ccccc2c1=O	5	-3	i	7	0	5	0	-1.1	-5	0
37	Cc1ccc(NS(=O)(=O)c2cn(C)c(=O)n(C)c2=O)cc1C	-6	-1	i	0	2	-3	8	-1.4	-7	3
38	CCC(C)(C)NC(=O)c1cc([N+](=O)[O-])ccc1N1CCCCC1	2	-2	i	10	-18	-4	9	-0.1	-3	-1
39	Cc1ccc(Nc2c(O)nc[nH]c2=O)cc1	1	3	i	6	-3	0	16	-1.8	-12	0
40	CN(CC(=O)Nc1cccnc1Cl)S(=O)(=O)c1ccc(Cl)cc1	-2	0	i	-10	5	4	6	-1.0	-13	-1
41	O=C1CCCN1CCC(=O)N1CCCC(Nc2ccc(F)c(F)c2)C1 (stereo not given)	5	-3	i	-7	-2	-6	2	0.3	-2	-1
42	Cc1cccc(C)c1NC(=S)N(CCN(C)C)C(C)c1cccnc1 (stereo not given)	5	8	i	-8	2	-4	-1	-4.1	2	0
43	CCOC(=O)C1=C(CS(=O)(=O)c2ccccc2)NC(=O)NC1c1ccc(O)c(OC)c1 (stereo not given)	2	-1	i	-1	2	0	-6	0.2	-2	2
44	CC12CCC(C(=O)N(CC(=O)O)C1=O)C2(C)C (stereo not given)	0	-1	i	0	-3	-1	1	-1.1	-5	1
45	Cc1nc2cc(NC(=O)c3cccc(S(C)(=O)=O)c3)ccc2o1	2	3	i	-21	1	5	12	-0.5	15	0
46	Cc1ccc(C(=Cc2ccc([N+](=O)[O-])cc2)C(=O)O)cc1	-1	1	i	4	-20	-4	4	-2.4	/	1
47	O=S(Cc1cc(Oc2ccccc2)nc(-c2ccccc2)n1)c1ccccc1 (stereo not given)	0	-1	i	21	-2	-9	2	0.2	-17	-2
48	Cn1c(NC(=O)/C=C/c2ccco2)cc(=O)n(C)c1=O	6	-2	i	-1	-14	-4	-9	1.7	-5	0
49	CC1=CC(=O)C=C(C)C1=NOc1ccc([N+](=O)[O-])cc1	0	4	i	2	22	1	-1	0.4	1	0
50	CCOc1ccc(NS(=O)(=O)c2ccc(NS(=O)(=O)c3ccc(SC)cc3)cc2)cc1	-11	8	i	7	1	-2	-1	3.4	-6	-5
51	COc1ccccc1/C=N/NC(=O)C(=O)N1CCN(c2ccccc2OC)CC1	-1	1	i	-11	3	2	8	-0.3	-8	2
52	CCOC(=O)C1CCN(C(=O)c2cn(C)c(=O)c3cc(OC)c(OC)cc23)CC1	-1	5	i	30	7	-1	-5	-0.4	-5	0
53	COc1ccc(-c2nc(CN3CCC(C(=O)NC4CCCc5ccccc54)CC3)c(C)o2)cc1OC (stereo not given)	-3	-2	i	-6	-1	-3	12	0.3	6	1
54	COc1ccc(OCCNC2CCCC2)cc1	-4	3	i	-1	-1	1	-2	-1.5	-10	0
55	CCCn1c(=O)c2c(C(=O)OCC)cc(-c3ccco3)nc2n(CCC)c1=O	1	-1	i	9	14	-3	2	-0.8	12	-2
56	CCC1CCCCN1S(=O)(=O)c1ccc(NC(=O)CSc2ncccc2C(=O)O)cc1 (stereo not given)	2	6	i	5	32	10	-5	-1.7	3	2
57	CC1Cc2ccccc2N1Cc1nc2cc(C(F)(F)F)ccc2c(=O)[nH]1 (stereo not given)	-16	4	i	3	0	17	-9	-8.1	-8	-2
58	O=C(NCc1ccco1)C(=O)N1CCCC1	0	2	i	14	-4	2	-4	-0.6	1	-3
59	C=CCC1(Cl)C(=O)C(Cl)=C(N2CCOCC2)C1(OC)OC (stereo not given)	2	3	i	-9	-5	-9	0	-2.8	-5	1
60	Cn1c(CNC(=O)c2ccc(Cl)c(Cl)c2)nnc1SCC(=O)Nc1sc2c(c1C#N)CCCC2	37	-3	i	-6	0	45*	-9	-0.1	-6	3
61	O=C(Nc1ccc2c(c1)OCCO2)C1CCN(S(=O)(=O)Cc2ccccc2)CC1	0	0	i	2	-2	-9	-4	0.8	-7	2
62	O=C(NNC(=S)Nc1ccccc1)c1ccc(O)cc1	3	1	i	-8	-3	-4	-2	-0.3	-8	0
63	N#Cc1ccc(CN2C=NS(=O)(=O)c3ccccc32)cc1	4	1	i	-9	0	-7	7	0.0	-7	-1
